# Compound activity deposited in PubChem BioAssay by Broad Institute.
# TcdB inh: blocks C. difficile toxin B glycohydrolase activity; hit rate 0.24% among 350,000; AID 652162; TcdB glycohydrolase enzymatic assay, plate reader; inhibition, % at 9.99 µM; in the data active = inhibition above about 10%
# Target sequence (P18177 whole entry, looked up): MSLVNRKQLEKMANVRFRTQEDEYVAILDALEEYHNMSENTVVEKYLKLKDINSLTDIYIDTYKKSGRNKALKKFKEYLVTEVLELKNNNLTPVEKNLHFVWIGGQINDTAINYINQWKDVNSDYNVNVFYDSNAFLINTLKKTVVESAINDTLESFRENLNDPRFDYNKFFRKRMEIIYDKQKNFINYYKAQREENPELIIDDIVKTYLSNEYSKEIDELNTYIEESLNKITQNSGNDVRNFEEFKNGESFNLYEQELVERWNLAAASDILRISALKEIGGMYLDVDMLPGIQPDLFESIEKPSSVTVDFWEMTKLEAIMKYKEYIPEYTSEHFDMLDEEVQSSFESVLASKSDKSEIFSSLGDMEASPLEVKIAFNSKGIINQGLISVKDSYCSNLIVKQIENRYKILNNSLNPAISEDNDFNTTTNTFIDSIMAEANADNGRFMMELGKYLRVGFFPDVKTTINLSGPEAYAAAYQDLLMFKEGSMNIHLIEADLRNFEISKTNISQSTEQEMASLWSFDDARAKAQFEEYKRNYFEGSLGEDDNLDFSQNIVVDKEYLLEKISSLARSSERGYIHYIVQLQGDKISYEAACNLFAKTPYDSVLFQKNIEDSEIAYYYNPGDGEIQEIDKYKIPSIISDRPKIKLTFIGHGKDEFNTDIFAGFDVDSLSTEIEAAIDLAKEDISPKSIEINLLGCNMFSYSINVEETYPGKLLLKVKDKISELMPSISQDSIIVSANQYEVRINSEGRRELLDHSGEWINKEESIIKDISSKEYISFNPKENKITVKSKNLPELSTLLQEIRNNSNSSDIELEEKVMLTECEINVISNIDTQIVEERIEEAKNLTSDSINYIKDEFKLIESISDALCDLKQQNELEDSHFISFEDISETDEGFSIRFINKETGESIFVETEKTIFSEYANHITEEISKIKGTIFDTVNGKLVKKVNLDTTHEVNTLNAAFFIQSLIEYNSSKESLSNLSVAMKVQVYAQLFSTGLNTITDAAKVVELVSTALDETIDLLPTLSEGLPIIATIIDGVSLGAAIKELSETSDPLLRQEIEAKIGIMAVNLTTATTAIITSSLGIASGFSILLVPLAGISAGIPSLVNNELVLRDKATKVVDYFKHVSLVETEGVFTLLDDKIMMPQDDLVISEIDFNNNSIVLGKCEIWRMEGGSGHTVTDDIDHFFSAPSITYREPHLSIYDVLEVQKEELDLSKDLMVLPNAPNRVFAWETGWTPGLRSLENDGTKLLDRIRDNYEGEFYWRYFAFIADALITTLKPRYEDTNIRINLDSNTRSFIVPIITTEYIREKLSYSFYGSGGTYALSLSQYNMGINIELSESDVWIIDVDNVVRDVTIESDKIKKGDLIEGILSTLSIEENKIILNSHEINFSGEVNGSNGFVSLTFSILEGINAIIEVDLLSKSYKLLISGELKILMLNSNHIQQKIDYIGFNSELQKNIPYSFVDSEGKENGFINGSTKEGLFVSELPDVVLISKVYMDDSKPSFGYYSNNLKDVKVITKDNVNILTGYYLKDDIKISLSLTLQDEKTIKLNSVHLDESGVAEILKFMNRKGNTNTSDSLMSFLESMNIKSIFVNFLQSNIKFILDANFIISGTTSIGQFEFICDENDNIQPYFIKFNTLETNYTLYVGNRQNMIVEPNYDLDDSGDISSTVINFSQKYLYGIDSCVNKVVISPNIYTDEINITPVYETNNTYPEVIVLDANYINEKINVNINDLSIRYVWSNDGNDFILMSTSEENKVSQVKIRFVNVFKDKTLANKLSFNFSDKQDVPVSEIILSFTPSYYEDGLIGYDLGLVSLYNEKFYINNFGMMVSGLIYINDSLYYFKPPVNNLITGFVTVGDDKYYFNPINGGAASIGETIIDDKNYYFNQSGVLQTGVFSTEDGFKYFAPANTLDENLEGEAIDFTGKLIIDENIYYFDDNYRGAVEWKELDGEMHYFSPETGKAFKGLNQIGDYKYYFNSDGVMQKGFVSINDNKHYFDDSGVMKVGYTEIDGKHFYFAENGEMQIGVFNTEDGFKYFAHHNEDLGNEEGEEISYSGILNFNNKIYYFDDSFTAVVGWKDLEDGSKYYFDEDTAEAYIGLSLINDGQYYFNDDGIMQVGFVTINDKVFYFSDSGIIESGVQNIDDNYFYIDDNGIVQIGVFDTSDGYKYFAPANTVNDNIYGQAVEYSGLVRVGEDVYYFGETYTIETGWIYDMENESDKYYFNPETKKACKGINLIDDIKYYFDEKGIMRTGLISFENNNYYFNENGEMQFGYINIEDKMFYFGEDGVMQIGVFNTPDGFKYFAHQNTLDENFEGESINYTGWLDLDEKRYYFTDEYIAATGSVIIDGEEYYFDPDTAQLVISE
# Starred values were filed as active, the others as inactive; & = joins results of further samples.
# A first look, twelve compounds:
SMILES | TcdB inh
CCCCCCCCN1C(=O)[C@H](CC(=O)NCc2cccc3ccccc23)C[C@@]2(C(=O)OC)CCCCC=C12 | 0.7
C[C@@H]1CCCCO[C@@H](CN(C)C(=O)Cc2ccccc2)[C@@H](C)CN([C@H](C)CO)C(=O)c2cc(NS(=O)(=O)c3ccccc3)ccc2O1 | 1.4
COc1ccc2c3c(n(C)c2c1)[C@@H](CO)N(C(=O)CN1CCOCC1)CC31CN(Cc2ccncc2)C1 | 1.1
CCC(=O)Nc1ccc2c(c1)OC[C@H](C)N(Cc1ccccc1OC)C[C@H](C)[C@@H](OC)CN(C)C2=O | 0.5
CN1C(=O)c2cc(NC(=O)C3CCC3)ccc2OC[C@H]2O[C@@H](CC(=O)NCC3CCCCC3)CC[C@@H]21 | -0.3
CN(C)CC#Cc1cccc(-c2nc(C(=O)N[C@@H]3CCN(Cc4ccccc4)C3)cc3c2[C@@H](CCO)N(S(=O)C(C)(C)C)C3)c1 (some centres undefined) | -8.8
Cc1[nH]c2ccccc2c1CC(=O)Nc1ccc(Nc2cccnc2)c(-c2ccc(Cl)c(Cl)c2)c1 | -0.7
COc1ccc2c3c(n(C)c2c1)[C@H](CO)N(C(=O)C1CCOCC1)CC31CN(C(=O)C2CCOCC2)C1 | 0.4
C[C@@H]1CN([C@H](C)CO)C(=O)Cc2cc(NS(C)(=O)=O)ccc2O[C@H]1CN(C)Cc1ccc(C(=O)Nc2ccccc2N)cc1 | -1.9
Fc1cccc(CN2C[C@@H]3N[C@H](C2)C3c2ccc(-c3ccccc3)cc2)c1 (some centres undefined) | -1.6&-0.3
Cc1ccc(S(=O)(=O)N(C)C[C@H]2Oc3ccc(NC(=O)Nc4ccc5c(c4)OCO5)cc3CC(=O)N([C@H](C)CO)C[C@@H]2C)cc1 | -0.9
O=C(NCc1ccccc1)C(C1CC1)n1c(=O)c(-c2cc3ccccc3[nH]2)nc2ccccc21 (centres undefined) | 1.3

# Results, previewed entries included:
SMILES | TcdB inh
CCCCCCCCN1C(=O)[C@H](CC(=O)NCc2cccc3ccccc23)C[C@@]2(C(=O)OC)CCCCC=C12 | 0.7
C[C@@H]1CCCCO[C@@H](CN(C)C(=O)Cc2ccccc2)[C@@H](C)CN([C@H](C)CO)C(=O)c2cc(NS(=O)(=O)c3ccccc3)ccc2O1 | 1.4
COc1ccc2c3c(n(C)c2c1)[C@@H](CO)N(C(=O)CN1CCOCC1)CC31CN(Cc2ccncc2)C1 | 1.1
CCC(=O)Nc1ccc2c(c1)OC[C@H](C)N(Cc1ccccc1OC)C[C@H](C)[C@@H](OC)CN(C)C2=O | 0.5
CN1C(=O)c2cc(NC(=O)C3CCC3)ccc2OC[C@H]2O[C@@H](CC(=O)NCC3CCCCC3)CC[C@@H]21 | -0.3
CN(C)CC#Cc1cccc(-c2nc(C(=O)N[C@@H]3CCN(Cc4ccccc4)C3)cc3c2[C@@H](CCO)N(S(=O)C(C)(C)C)C3)c1 (some centres undefined) | -8.8
Cc1[nH]c2ccccc2c1CC(=O)Nc1ccc(Nc2cccnc2)c(-c2ccc(Cl)c(Cl)c2)c1 | -0.7
COc1ccc2c3c(n(C)c2c1)[C@H](CO)N(C(=O)C1CCOCC1)CC31CN(C(=O)C2CCOCC2)C1 | 0.4
C[C@@H]1CN([C@H](C)CO)C(=O)Cc2cc(NS(C)(=O)=O)ccc2O[C@H]1CN(C)Cc1ccc(C(=O)Nc2ccccc2N)cc1 | -1.9
Fc1cccc(CN2C[C@@H]3N[C@H](C2)C3c2ccc(-c3ccccc3)cc2)c1 (some centres undefined) | -1.6&-0.3
Cc1ccc(S(=O)(=O)N(C)C[C@H]2Oc3ccc(NC(=O)Nc4ccc5c(c4)OCO5)cc3CC(=O)N([C@H](C)CO)C[C@@H]2C)cc1 | -0.9
O=C(NCc1ccccc1)C(C1CC1)n1c(=O)c(-c2cc3ccccc3[nH]2)nc2ccccc21 (centres undefined) | 1.3
C[C@H](CO)N1C[C@H](C)[C@H](CN(C)C(=O)Nc2cccc3ccccc23)Oc2ccc(NS(=O)(=O)c3ccc(F)cc3)cc2CC1=O | 0.8
O=C(NC[C@@H]1[C@@H](c2ccccc2)[C@@H](CO)N1Cc1cccnc1)C1CCCCC1 | -5.1
CCCCNC(=O)C[C@@H]1C[C@@]2(C(=O)OCC)CCCC=C2N(CCC2=CCCCC2)C1=O | 1.1
CCCCC[C@@H]1CCCCC[C@@H](O)C[C@@H](O)[C@@H](O)/C=C/C(=O)O1 | 2.2
N#C[C@@H]1[C@H](c2ccccc2-c2ccc(F)cc2)[C@H](CO)N1c1ncc(-c2ccccc2)s1 | 0.6
O=C(C[C@@H]1CC[C@@H](NC(=O)C2CCOCC2)[C@H](CO)O1)Nc1ccccc1 | 0.3
COc1ccc2c3c([nH]c2c1)[C@@H](CO)N(S(=O)(=O)c1cn(C)cn1)CC31CCN(CC2CC2)CC1 | 0.6
O=C(C[C@H]1C=C[C@@H](NC(=O)c2ccc3c(c2)OCO3)[C@@H](CO)O1)NC1Cc2ccccc2C1 | 1.2
O=C(c1ccccc1F)N1CC2(C1)[C@@H](c1ccccc1)[C@@H](CO)N2CC1CCCC1 | 1.5
CCCCCCCCN1C(=O)[C@H](CC(=O)NCc2ccc(OC)c(OC)c2)C[C@@]2(C(=O)OCC)CCCC=C12 | 0.4
COc1ccc(S(=O)(=O)Nc2ccc3c(c2)C(=O)N([C@H](C)CO)C[C@H](C)[C@H](CN(C)S(=O)(=O)c2ccccc2)OCCCC[C@@H](C)O3)cc1 | -0.8
CCNC(=O)[C@@H]1[C@@H](CO)[C@@H]2Cn3c(ccc(C4=CCCCC4)c3=O)[C@H]1N2CCC(F)(F)F | 0.5
COCC(=O)N1CC(=O)N2[C@H](CO)[C@H](c3ccc(C#CC4CCCC4)cc3)[C@@H]2C1 | 0.6
CCCCOCCCNC(=O)C[C@@H]1C[C@@]2(C(=O)OC)CCCCC=C2N(CCc2ccc(OC)c(OC)c2)C1=O | 0.4
CC(=O)N1C[C@H]2CON(C)[C@H]2C[C@H]1c1ccccc1-c1ccccc1 | 1.7
N#C[C@H]1[C@@H](c2ccccc2/C=C/c2ccccc2)[C@@H](CO)N1S(=O)(=O)c1ccccc1 | 0.4
COC(=O)[C@]12CCCCC=C1N(Cc1ccco1)C(=O)[C@H](CC(=O)NCC1CCCCC1)C2 | 1.7
Cc1cc(C)n2c(Nc3c(C)cccc3C)c(CCc3ccccc3)nc2n1 | -0.2

# Next compounds:
SMILES | TcdB inh
Cc1ccc(Cc2c(C3CCCCC3)nc3c(C)cc(Br)cn23)cc1 | -0.5
COc1ccc(CN(C)C[C@@H]2Oc3ccc(NS(=O)(=O)c4ccccc4)cc3CC(=O)N([C@@H](C)CO)C[C@H]2C)cc1 | 2.1
O=C(NC[C@H]1CC[C@H]2[C@H](CN2C(=O)NC2CCCC2)O1)c1ccc2c(c1)OCO2 | 0.1
O=C1c2ccccc2C(c2nnnn2-c2ccc3c(c2)OCCO3)N1Cc1ccc(F)cc1 (centres undefined) | 1.0
COc1ccc2c3c([nH]c2c1)[C@H](CO)N(C(=O)Nc1ccc(F)cc1)CC31CN(Cc2cc(F)ccc2F)C1 | -0.4
CCCCCCCCN1C(=O)[C@H](CC(=O)NCc2cccs2)C[C@@]2(C(=O)OC)CC(C)(C)CC=C12 | -10.7
COc1ccc(C#Cc2ccc([C@@H]3[C@@H](CO)N4C(=O)CN(C(C)=O)C[C@@H]34)cc2)cc1 | -0.1
Cc1ccc(SC[C@H](C)CN2CCC(NC(=O)OCc3ccccc3)CCC2=O)cc1 (some centres undefined) | 0.6
COc1cccc(CN2[C@H](CO)[C@@H](c3ccccc3)C23CN(C(=O)C2CC2)C3)c1 | -4.4
O=C(C[C@@H]1C=C[C@@H](NS(=O)(=O)c2ccccc2)[C@@H](CO)O1)N1CCN(c2ccccc2)CC1 | -0.4
C[C@@H]1CN([C@@H](C)CO)C(=O)CCCn2cc(nn2)CO[C@H]1CN(C)Cc1ccc(C(=O)O)cc1 | -0.3
COc1ccc2c3c(n(C)c2c1)[C@H](CO)N(C(=O)CC1CC1)CC31CN(Cc2ccccc2)C1 | 1.2
COC(=O)[C@]12CCCCC=C1N(Cc1ccc3c(c1)OCO3)C(=O)[C@H](CC(=O)NCCCCc1ccccc1)C2 | 0.1
COc1ccc(NC(=O)N2CC(=O)N3[C@H](C2)[C@H](c2ccc(-c4ccccc4)cc2)[C@@H]3CO)cc1 | 0.3
COC(=O)[C@@]12C[C@@H](CC(=O)NCC34CC5CC(CC(C5)C3)C4)C(=O)N(Cc3ccccc3)C1=CCC(C)(C)C2 | 0.4
Cc1ccc(S(=O)(=O)Nc2ccc(Cl)cc2O)cc1 | 2.8
C#CCNC(=O)C[C@@H]1C[C@@]2(C(=O)OC)CCCCC=C2N(CCCCCCCC)C1=O | 1.8
COc1ccc2c3c(n(C)c2c1)[C@@H](CO)N(C)CC31CN(S(=O)(=O)c2cccs2)C1 | 0.1
O=C1CN(S(=O)(=O)c2ccccc2)C[C@@H]2[C@H](c3ccc(C4=CCCC4)cc3)[C@@H](CO)N12 | 0.5
CO[C@H]1CN(C)C(=O)c2ccc(NC(=O)c3cnccn3)cc2OC[C@@H](C)N(CC2CC2)C[C@H]1C | -0.5
CCC(=O)N1CC2(C1)[C@H](c1ccc(-c3ccc(F)cc3)cc1)[C@H](CO)N2C(=O)CC | -0.1
N#C[C@H]1[C@@H](c2ccccc2-c2ccccc2F)[C@@H](CO)N1C(=O)C1CCC1 | -0.3
CC(C)NC(=O)C1(C)CN(S(C)(=O)=O)CC(=O)N1Cc1cccc(C(F)(F)F)c1 (centres undefined) | 1.7
COC(=O)C1=C(C)N(Cc2ccccc2C(F)(F)F)C(=NCc2ccccc2C(F)(F)F)NC1c1ccc(Cl)cc1 (centres undefined) | -0.2
CO[C@@H]1CN(C)C(=O)c2cc(NC(=O)CC(F)(F)F)ccc2OC[C@H](C)N(CC2CC2)C[C@H]1C | -0.8
CN(C)C(=O)c1cc2c(c(-c3cccc(-c4ccccc4)c3)n1)[C@H](CCO)N([S@@](=O)C(C)(C)C)C2 | -0.5
N#C[C@@H]1[C@@H](c2ccccc2-c2ccccc2F)[C@H](CO)N1C(=O)Cc1ccccc1 | 0.4
CC(=O)N1CC(=O)N2[C@H](CO)[C@@H](c3ccc(-c4cccc(C(=O)N(C)C)c4)cc3)[C@H]2C1 | 0.3
O=C(NC1CCCC1)C1c2ccccc2OCC(=O)N1CCc1ccccc1 (centres undefined) | 1.5
CCCCCCN(C(=O)CCCCCN1C(=O)NC(c2ccccc2)C(C(=O)OCc2ccccc2)=C1C)C(C(=O)NCCCC)c1ccc(OCC(=O)OC)c(C(=O)OC)c1 (centres undefined) | 0.5

# The results go on:
SMILES | TcdB inh
O=C1CCC(NC(=O)Cc2ccccc2)C(=O)N1 (centres undefined) | -0.1
COc1ccc2c3c([nH]c2c1)[C@H](CO)N(C(=O)c1ccccc1)CC31CN(C(=O)c2cccc(F)c2)C1 | -2.1
Fc1cccc(Cc2c(C3CCCCC3)nc3c4ccccc4ccn23)c1 | -0.2
CCN(C[C@@H]1[C@@H](c2ccccc2)[C@@H](CO)N1CC1CC1)C(=O)c1ccccc1F | 0.0
C[C@H]1CN([C@@H](C)CO)C(=O)c2cccc(NC(=O)c3nc4ccccc4s3)c2O[C@H]1CN(C)Cc1ccc2c(c1)OCO2 | -0.1
CC1OC(CCc2cccc(Cl)c2)Cc2[nH][nH]c(=O)c21 (centres undefined) | 1.1
COc1cccc(NC(=O)Nc2ccc3c(c2)C(=O)N(C)C[C@H](OC)[C@@H](C)CN(CC2CC2)[C@@H](C)CO3)c1 | 0.5
COCC(=O)N1CCC2(CC1)CN(C(=O)c1ccccn1)[C@@H](CO)c1c2c2ccc(OC)cc2n1C | -0.4
C/C=C/c1ccc([C@H]2[C@@H](CO)N(CC3CCOCC3)C23CN(C(=O)COC)C3)cc1 | 1.2
CCCCS(=O)(=O)N1CCCc2nc(CC)c(CC)cc21 | 1.5
O=C(c1ccc(F)cc1)N1CC(=O)N2[C@@H](CO)[C@@H](c3ccc(C#CC4CCCC4)cc3)[C@@H]2C1 | 1.0
CCC(=O)N1[C@@H](CO)[C@@H](c2ccc(-c3ccc(F)cc3)cc2)C12CN(C(C)=O)C2 | 0.7
O=S(=O)(c1ccccc1F)N1CC[C@@H]2[C@H]1c1cc(-c3ccc(F)cc3)ccc1N[C@@H]2CO | -0.9
C[C@H]1CN([C@@H](C)CO)C(=O)c2c(c3ccccc3n2C)-c2ccccc2CO[C@@H]1CN(C)Cc1cccc(O)c1 | 0.7
N#C[C@H]1[C@@H](c2ccccc2-c2ccccc2F)[C@@H](CO)N1C(=O)C1CCOCC1 | -0.5
CCc1c(-c2ccc(Cl)cc2)ncn1Cc1cccc(-c2ccccc2)c1 | -7.5
CN(C)C(=O)c1cccc(-c2ccc([C@H]3[C@H](CO)N4C(=O)CN(C(=O)C5CCCC5)C[C@@H]34)cc2)c1 | 2.1
COc1ccc(C2=Nc3ccccc3N(C(=O)c3ccc4ncccc4c3)C2C(=O)NC2CCCC2)cc1 (centres undefined) | 1.6
Cc1cc2c(cc1C)-n1nnnc1C(N1CCN(c3ncccc3C#N)CC1)C(=O)N2 (centres undefined) | 0.2
COc1ccc(-c2ccc3c(c2)[C@@H]2[C@@H](CCN2S(=O)(=O)c2ccc(F)cc2)[C@@H](CO)N3C)cc1 | 0.3
COC(=O)C1(C(=O)OC)C[C@H](c2ccc(OC)cc2)N(Cc2ccccc2OC)[C@@H]1c1cccs1 | 0.3&0.3
C/C=C/c1ccc([C@H]2[C@@H](CO)N(C(C)=O)C23CN(C(=O)NC2CCCC2)C3)cc1 | -2.3
CC(=O)N1CC2(C1)[C@H](c1ccccc1)[C@H](CO)N2Cc1cc(F)ccc1F | 0.4
C[C@H](CO)N1C[C@H](C)[C@@H](CN(C)Cc2ccc(C(F)(F)F)cc2)Oc2c(NC(=O)CCCCCC(=O)Nc3ccccc3N)cccc2C1=O | 0.3
C[C@H]1NS(=O)(=O)c2cccc(Cl)c2O[C@@H]1c1ccccc1 | 1.2
COc1ccc2c3c(n(C)c2c1)[C@H](CO)N(C(=O)c1cnccn1)CC31CN(C(=O)c2cnccn2)C1 | -0.8
COC(=O)C1(C(=O)OC)C2CCCCC2N(S(=O)(=O)c2ccc(C)cc2)[C@@H]1CC(C)=O (some centres undefined) | -1.0
CCOC(=O)[C@]12CCC=C1N(Cc1ccc3c(c1)OCO3)C(=O)[C@H](CC(=O)NCCCN1CCCC1=O)C2 | 0.4

# Some of the compounds tested; the hit share may differ from the screen's.
